# Bioassay records from PubChem BioAssay.
# PGE2 EP2 inh – blocks the human prostaglandin E2 receptor EP2. C6 glioma cells expressing human EP2, cAMP TR-FRET; cells stimulated with saturating PGE2. inhibition, % at 25 µM. 0.52% of 260,000 active;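 active means percent inhibition above 40 after rounding to a whole number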;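 further: rat C6 glioma host cells with rolipram phosphodiesterase inhibitor present; the protocol text gives 20 µM as final concentration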
# Target sequence (P43116 whole entry, looked up): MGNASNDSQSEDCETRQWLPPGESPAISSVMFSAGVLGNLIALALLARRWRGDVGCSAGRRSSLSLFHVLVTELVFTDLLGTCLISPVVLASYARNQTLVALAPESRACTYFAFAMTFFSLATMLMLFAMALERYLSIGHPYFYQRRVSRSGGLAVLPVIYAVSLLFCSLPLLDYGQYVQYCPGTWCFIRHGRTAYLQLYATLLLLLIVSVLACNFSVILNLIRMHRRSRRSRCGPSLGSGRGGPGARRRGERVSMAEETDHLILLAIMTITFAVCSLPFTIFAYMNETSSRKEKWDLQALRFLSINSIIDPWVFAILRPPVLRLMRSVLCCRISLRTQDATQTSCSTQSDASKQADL
# PPC-1+TRAIL kill – kills PPC-1 cancer cells in the presence of TRAIL; 0.41% of 220,000 active; PPC-1 cells + TRAIL, ATPLite viability luminescence; cell killing (% activity), % at 4 µM;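 active means cell killing above 50% in the first pass at 4 µM, then a duplicate retest at 5 µM averaging 50% or more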;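 further: plate controls were cells with TRAIL plus DMSO for no effect and medium-only wells lacking cells for full effect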
# BaF3 parental – reduces parental Ba/F3 cell viability, JAK2V617F counter-screen | inhibition, % at 5.6 µM | AID 1486 | CellTiter-Glo ATP luminescence | 1.1% of 220,000 active;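 active means inhibition above a per-campaign cutoff, the mean inhibition of all tested compounds plus 3 SD, cut at about 27% in these data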;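 further: 0% = DMSO wells and 100% = JAK Inhibitor I control wells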
# Ba/F3 V617F tox – lowers viability of Ba/F3 cells expressing EpoR and JAK2V617F; inhibition, % at 5.6 µM; 1.1% of 220,000 active; ATP luminescence;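 active means inhibition above the campaign mean plus 3 SD over all tested compounds, cut at about 24% in these data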;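 further: cytokine-independent growth of Ba/F3 cells driven by EpoR plus mutant JAK2; 0% = DMSO-treated cells and 100% = JAK inhibitor I control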
# NCF1 inh – inhibitors of human p47phox binding; p47phox/p22phox peptide binding, fluorescence polarization, 2 h; inhibition, % at 24.7 µM; 0.53% of 220,000 active;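 active means inhibition above about 30%, limit read from the data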;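 further: 0% = p47phox with labelled peptide and 100% = labelled peptide alone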
# Target sequence (P14598 whole entry, looked up): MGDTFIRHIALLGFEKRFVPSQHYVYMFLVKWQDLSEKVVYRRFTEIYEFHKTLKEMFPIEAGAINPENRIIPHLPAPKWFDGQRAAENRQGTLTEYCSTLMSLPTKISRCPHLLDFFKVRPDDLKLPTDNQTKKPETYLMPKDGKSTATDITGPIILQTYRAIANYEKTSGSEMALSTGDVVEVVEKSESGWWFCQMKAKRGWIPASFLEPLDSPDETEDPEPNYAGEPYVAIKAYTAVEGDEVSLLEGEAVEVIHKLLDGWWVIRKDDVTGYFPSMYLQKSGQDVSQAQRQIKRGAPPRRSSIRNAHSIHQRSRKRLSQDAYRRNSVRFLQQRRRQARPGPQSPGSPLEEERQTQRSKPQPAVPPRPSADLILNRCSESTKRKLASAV
# RBBP9 inhibitor – human RBBP9 hydrolase inhibition | O75884 | 0.2% of 220,000 active | recombinant RBBP9, FP-Rh probe fluorescence polarization | AID 1515 | inhibition, % at 7.94 µM;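 active means inhibition above the campaign mean of all tested compounds plus 3 SD, cut at about 14% in these data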;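 further: plate controls were DMSO wells with RBBP9 for no effect and wells lacking RBBP9 protein for full effect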
# Target sequence (O75884 whole entry, looked up): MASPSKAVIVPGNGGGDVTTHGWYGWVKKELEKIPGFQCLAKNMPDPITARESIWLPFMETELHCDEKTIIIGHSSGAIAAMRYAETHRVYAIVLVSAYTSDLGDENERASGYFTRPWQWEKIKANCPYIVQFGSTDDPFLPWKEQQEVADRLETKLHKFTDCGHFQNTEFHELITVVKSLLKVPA
#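 Measured by: FP readout at 525/598 nm; material: recombinant human RBBP9; also added: Serine-hydrolase probe FP-Rh, 375 nM pre-mixing; medium: Tris buffer pH 8.0, NaCl, Pluronic; replication: one well per compound; doses: one concentration, 7.94 µM nominal, 0.794% DMSO; timing: preincubation 30 min plus labeling 45 min at 25 °C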
# p97 inhibitor – blocks human p97 ATPase activity | P55072 | recombinant p97 ATPase, Kinase-Glo ATP luminescence, 3 h | inhibition, % at 8 µM | 0.42% of 220,000 active | AID 1481; in the data active means inhibition above about 15%;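 further: 0% = DMSO vehicle and 100% = wells lacking enzyme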
# TbHK1 inh – blocks Trypanosoma brucei hexokinase 1 activity; inhibition, % at 10 µM; recombinant TbHK1, G6PDH-coupled NADH A340; 0.11% of 220,000 active;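 active means inhibition of 50% or more in the single-dose primary screen; inactive means inhibition below 50%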
# Furin inhibitor – human furin inhibition | P09958 | purified furin, fluorogenic substrate cleavage | inhibition, % at 30 µM | 0.061% of 220,000 active; in the data active means inhibition above about 25%; further: inactives centre near -15
# Numbers without * were called inactive; . = not tested or not shown; & = joins results of further samples; [ ] = another dose, or the depositor's remark. This is a subset. The share of hits here may be higher or lower than overall.
# Preview (3 entries):
canonical_smiles	PGE2 EP2 inh	PPC-1+TRAIL kill	BaF3 parental	Ba/F3 V617F tox	NCF1 inh	RBBP9 inhibitor	p97 inhibitor	TbHK1 inh	Furin inhibitor
O=S(=O)(NCc1ccco1)c1ccc2c(c1)Cc1ccccc1-2	5.2	17.6	6.3	4.3	-27.7	6.2	-2.8	-9.3	-12.5[20 µM]
CCCS(=O)(=O)N1CCN(c2ccccc2F)CC1	11.0	39.3	3.3	-1.1	-5.0	3.0	5.5	3.4	-26.3[20 µM]
COCCCn1c(CCC(=O)O)ccc1-c1ccc(F)cc1	12.0	11.7	3.8	-3.3	-13.9	2.7	8.1	3.7	15.0[20 µM]

# All compounds of this part (from the top)
canonical_smiles	PGE2 EP2 inh	PPC-1+TRAIL kill	BaF3 parental	Ba/F3 V617F tox	NCF1 inh	RBBP9 inhibitor	p97 inhibitor	TbHK1 inh	Furin inhibitor
O=S(=O)(NCc1ccco1)c1ccc2c(c1)Cc1ccccc1-2	5.2	17.6	6.3	4.3	-27.7	6.2	-2.8	-9.3	-12.5[20 µM]
CCCS(=O)(=O)N1CCN(c2ccccc2F)CC1	11.0	39.3	3.3	-1.1	-5.0	3.0	5.5	3.4	-26.3[20 µM]
COCCCn1c(CCC(=O)O)ccc1-c1ccc(F)cc1	12.0	11.7	3.8	-3.3	-13.9	2.7	8.1	3.7	15.0[20 µM]
O=C(Nc1cccc(F)c1)c1ccc(Cn2cc([N+](=O)[O-])cn2)o1	2.1	14.3	3.7	2.6	-1.2	-8.3	-2.1	8.0	-2.5
OCCNC(=S)c1ccccc1	6.0	-21.0	-1.9	-0.7	-21.1	-0.7	3.8	-10.7	-9.0
CCN(C1CCCCC1)S(=O)(=O)c1ccc(S(=O)(=O)N(CC(=O)Nc2ccccc2)C2CC2)cc1	7.6	16.2	0.3	-2.5	-12.3	2.2	4.3	39.2	-20.1[20 µM]
CC(C)c1ccc(NC(=O)C2CCCCC2C(=O)O)cc1 (stereo not given)	.	7.3	1.4	-3.5	-6.2	5.3	4.4	-3.4	-12.6
N/C(CC(=O)Nc1cc(C(F)(F)F)ccc1Cl)=N\O	15.3&9.8	-4.5	4.2	-5.3	-4.0	-7.5	12.3	-6.0	-11.5
Nc1n[nH]c(N)c1N=Nc1ccccc1	9.7	-5.8	5.4	-5.1	-6.6	0.9	6.3	-25.4	-13.0
CC1CN(C(=S)SCC(=O)c2ccc(Cl)cc2)CC(C)O1 (stereo not given)	6.2	6.5	2.9	0.6	-19.3	-7.0	1.6	-9.3	-15.3
COc1ccc(C2Oc3ccccc3N2C(C)=O)cc1 (stereo not given)	9.2	8.9	4.4	1.6	7.9	-8.0	0.8	1.0	-38.4
COc1ccc(OC)c(NC(=O)/C=C/c2ccccc2[N+](=O)[O-])c1	12.3	34.2	4.3	3.0	-3.4	-3.2	2.2	14.2	-2.7
O=C(Nn1c(=O)[nH]c2ccccc2c1=O)c1ccco1	12.9	-6.1	2.7	-0.5	-11.0	0.9	-6.4	-0.1	-16.1[20 µM]
CCOC(=O)N1CCN(c2nc(C)cc(C(F)(F)F)n2)CC1	11.9	34.1	5.5	-0.9	-9.8	-3.1	2.7	22.6	-7.1
CCO[C@@H]1OC(C(=O)N2CCN(Cc3ccccc3)CC2)=C[C@H](c2ccccc2)[C@H]1CCCO	14.7	3.4	0.4	0.6	.	0.4	2.5	-8.2	-19.9
CCn1c(SCC(=O)c2ccccc2)nnc1-c1ccoc1C	11.7&9.1	13.4	1.4	0.5	-8.1	-5.8	-1.0	28.1	-3.8
COc1ccc(-c2noc(CCC(=O)Nc3cc(OC)ccc3OC)n2)cc1	5.7	-6.0	8.3	3.9	-15.4	-3.1	-3.8	-3.8	-4.5[20 µM]
Cc1c2c(nc3c(C)cccc13)OC(C)C2 (stereo not given)	1.1	18.7	5.7	3.0	-0.9	-4.4	-0.9	5.7	-8.2[20 µM]
O=C(NCCCN1CCCCC1)C1CCC(=O)N1CCc1ccccc1 (stereo not given)	16.1	-0.3	3.9	-3.0	-15.0	-2.4	-0.2	-1.1	-26.0
COCCN1CCc2[nH]c(=S)[nH]c(=O)c2C1	5.0	10.9	2.7	1.3	-6.2	-5.6	-3.9	0.7	-2.3
Cc1cc(C)cc(-n2c(SCC(=O)NCc3ccco3)nc3ccccc3c2=O)c1	20.9	14.3	0.6	-3.0	-7.9	-1.8	-1.5	-9.4	-31.1[20 µM]
COc1cccc(-n2ccnc2SCC(=O)Nc2ccccc2)c1	9.9	-1.9	-2.8	-3.7	1.8	-0.2	5.9	8.9	-25.1
CN(Cc1ccccc1)CC(O)COc1ccc(CNCc2nccn2C)cc1 (stereo not given)	9.7	7.2	1.7	5.4	6.8	-12.8	-7.6	9.9	-1.8
Cc1cc(N2CC(=O)N(CCc3ccccc3)C(=O)C2)n2ncnc2n1	5.2	10.3[5 µM]	0.9	-4.6	-16.6	-8.9	-0.3	-1.1	-32.4[20 µM]
COc1ccc(CNC(=O)N2CCN(c3ccc(F)cc3)CC2)cc1Cl	6.5	-3.1	4.8	1.9	1.3	-7.5	-1.6	-1.7	-14.9
CCOC(=O)C(c1ccccc1)N1CCN(c2ccc(OC)cc2)CC1 (stereo not given)	3.4	15.5	7.7	-3.5	-9.0	-2.8	-1.5	-3.2	-13.4
CCCC(c1nnnn1CCOC)N1CCN(c2cccc(OC)c2)CC1 (stereo not given)	8.5	-7.6	3.7	3.9	-16.8	-6.3	-7.7	0.9	-10.2
Cn1c(=O)c2ncn(CC(=O)Nc3cc(C(F)(F)F)ccc3N3CCOCC3)c2n(C)c1=O	3.4	7.1	9.3	-1.1	-10.1	-7.2	-1.7	4.0	-31.7[20 µM]
Cc1c(Cl)cnc(NC(=O)COC(=O)c2ccc([N+](=O)[O-])s2)c1Cl	3.8	24.4	5.8	-1.2	22.3	-3.1	2.8	5.4	-7.0
COc1ccc(C2c3c(-c4ccccc4O)n[nH]c3C(=O)N2CCc2ccc(OC)c(OC)c2)cc1 (stereo not given)	6.9	19.0	2.9	0.8	-3.0	-7.9	6.6	-11.0	-17.6

canonical_smiles	PGE2 EP2 inh	PPC-1+TRAIL kill	BaF3 parental	Ba/F3 V617F tox	NCF1 inh	RBBP9 inhibitor	p97 inhibitor	TbHK1 inh	Furin inhibitor
O=c1cc(-c2ccc(O)c(O)c2)oc2c(C3O[C@H](CO)[C@@H](O)[C@H](O)[C@H]3O)c(O)cc(O)c12 (stereo not given in full)	14.9	16.2	9.2	3.4	6.2	-14.2	-0.2	-95.7	6.4
Cc1ccc(NC(=O)c2c(C)nc(Nc3nc4ccccc4o3)nc2C)cc1	9.3	1.6	4.8	2.8	-1.9	-7.0	-2.1	48.7	-7.8
COC(=O)c1ccc(Cn2cnc3c(sc4nc(N5CCOCC5)c5c(c43)CCCC5)c2=O)o1	14.3	4.6	0.6	-1.4	-26.8	-10.8	4.5	-14.8	-15.7
Cn1nc(-c2ccc(Cl)cc2)c2cc(C(=O)N3CCN(c4ccccc4)CC3)sc21	34.1	-5.6	3.9	1.1	-43.5	-5.0	-5.1	-30.0	-14.2
CCc1ccc(N2Cc3ccccc3C2)cc1	8.5	15.0	-1.6	4.4	-4.4	-10.7	-3.5	-5.3	-16.5
O=C(c1cccs1)N1CCN(C(=O)N2CCOCC2)CC1	12.8&5.0	-12.1	1.1	-0.6	-8.8	4.5	2.1	1.0	-23.7
O=C1N/C(=C\c2ccc(O)cc2)C(O)=C1C=NCc1ccccc1	15.0	9.9	13.7	14.6	-13.7	-1.0	4.9	-31.3	1.6
CCC(=O)NNc1nc2c(C)cccc2s1	3.3	17.0	6.7	3.0	-0.1	3.8	-3.7	5.0	-11.3
CC(C)(C)NC(=O)c1ccc2c3c(cccc13)CC2	2.9	17.8	5.5	-2.5	-4.2	-0.2	0.9	0.2	-20.7
COc1ccc(Cl)cc1NC(=O)CN1CCc2ccccc21	3.2	-11.5	2.6	-0.9	19.8	-8.2	-1.6	-0.7	-25.3
CC(Oc1ccc(Cl)cc1Cl)C(=O)Nc1ccc(S(=O)(=O)Nc2cnc3ccccc3n2)cc1 (stereo not given)	2.8	19.5	1.7	-2.2	-25.2	-16.4	-3.3	6.6	-10.4[20 µM]
CCn1[nH]c(=O)c(=Nc2c(C)n(C)n(-c3ccccc3)c2=O)cc1-c1ccc(Cl)cc1	1.8	6.7	1.1	1.1	-13.2	2.2	1.9	-2.0	-22.6
CCC(C(=O)Nc1cnccn1)c1ccccc1 (stereo not given)	6.2	41.1	6.7	0.6	-11.2	-3.0	-6.8	5.8	-9.9[20 µM]
CCOC(=O)NCc1ccc2c(c1)cc(C)n2C	3.6	27.0	1.3	-1.7	-5.0	-6.3	-5.3	-1.3	-20.4
Cc1cc(C)c2nc(SCC(=O)Nc3ccccc3N3CCOCC3)c(C#N)cc2c1	.	.	6.3	2.7	.	-9.8	-3.5	-0.9	-21.0[20 µM]
O=C(CBr)N1CCc2ccccc2C(c2ccccc2)C1 (stereo not given)	7.5	7.8	-9.7	0.4	-1.4	-0.2	3.5	-13.3	-14.3
CCCOc1ccc(/C=N/NC(=S)Nc2ccccc2[N+](=O)[O-])c(O)c1	5.4	37.5	4.4	-3.2	-6.6	-5.5	7.6	-21.9	-2.1
CSc1nnc2c(n1)OC1(Nc3ccccc3-2)C(=O)Nc2ccccc21 (stereo not given)	5.9	9.6	0.2	-6.5	-3.6	4.3	2.5	-10.1	-14.5
O=C1OCC(CO)(CO)N=C1NNc1ccc(Cl)c(Cl)c1	.	-4.0	9.7	3.5	8.7	-5.7	-0.6	1.3	5.3[20 µM]
N#Cc1c(N2CCOCC2)nsc1-c1ccccc1	13.7	6.1	0.2	-6.5	-0.8	-4.7	9.2	-4.5	-18.7
CCOC(=O)C(=O)Nc1cc(Cl)ccc1C	3.0	23.1	1.6	-4.3	-8.0	-11.1	6.2	7.1	-20.7
O=C1CCC(C(=O)OCc2cc(Cl)ccc2OC(F)F)N1 (stereo not given)	10.3	7.3	1.9	-2.4	-5.0	-6.2	1.1	-0.3	-30.0
O=C(O)CCNS(=O)(=O)c1ccccc1Br	5.7	-1.8	0.4	-4.1	6.0	7.8	9.0	0.8	-35.0
Nc1c(NCc2ccccc2F)c(=O)[nH]c(=O)n1Cc1ccccc1	11.5	16.6	0.5	4.0	-11.0	-7.9	1.0	1.1	-9.8
CC(C)(C)C1=C(C#N)C(c2ccncc2)C(C#N)=C(N)O1 (stereo not given)	7.3	-9.3	-1.8	-5.2	-19.6	-1.9	6.2	-4.9	-18.8
O=C(CSc1ccc2ccccc2c1)Nc1ccncc1	.	8.0	4.9	1.4	-6.2	0.2	-1.3	-5.0	-14.0[20 µM]
COc1ccc(/C=N/Nc2nonc2N)cc1OC	15.6	5.8	-2.7	-4.8	-0.4	3.1	2.5	-34.9	3.1[20 µM]
O=C(c1cccc(C(F)(F)F)c1)N1CCCCCC1	4.0	23.9	1.3	1.1	-0.2	3.3	2.6	0.4	-23.1[20 µM]
O=C(O)CSc1nnnn1-c1ccccc1	6.5	-8.3	2.8	-0.1	-4.5	-7.4	3.5	-3.5	-1.6[20 µM]
CCCCN1C(=O)Cc2c1nc(N)c1c(N)nc(N(CCC)CCC)c(C#N)c21	.	-12.0	2.2	-2.1	16.6	6.8	-1.1	-7.1	-28.7
